SV40 large T antigen: TAg ATPase/helicase activity blockers – biochemical (AID 1903); actives 0.39% (n = 310,000); inhibition, % at 20 µM, or IC50 in µM where a hit was titrated; SV40 large T antigen ATPase/helicase inhibition assay; higher % means a stronger effect; in the data active = a potency from the dose series; inconclusive = inhibition mostly from about 32% at the one dose, without a potency; inactive = the rest, 99 in 100 with inhibition below about 32%; note: strong numbers were not always called active
bCat nuc transl: beta-catenin nuclear translocation modulation; actives 0.3% (n = 190,000); nuclear translocation activity, % at 5 µM; HeLa beta-catenin nuclear translocation, immunofluorescence imaging;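 active = nuclear translocation activity above 50% at 5 µM, with a well cell count of 50 or more; inconclusive = wells under 50 cells across six images, flagged as toxic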;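 note: per-cell ratio of nuclear to cytoplasmic median beta-catenin stain intensity; plate controls were DMSO negative control for no effect and GSK-3 inhibitor IX positive control for full effect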
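Technique: fluorescence imaging of beta-catenin antibody stain plus DAPI / Material: human HeLa cell line / Incubation: compound treatment 24 h, 37°C, 5% CO2 / Read-out basis: % activation of per-cell nuclear versus cytoplasmic median beta-catenin signal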
West Nile antiviral: inhibition of WNV-induced cytopathic effect – cell-based, CPE readout (AID 1621); West Nile virus-infected cells, CPE inhibition; higher % means a stronger effect; CPE inhibition, % at 10 µM; hits with a dose series show IC50 in µM; actives 0.02% (n = 290,000); in the data active = a potency from the dose series; inconclusive = CPE inhibition mostly from about 3.7% at the one dose, without a potency; inactive = the rest, 99 in 100 with CPE inhibition below about 2.2%; note: strong numbers were not always called active
WT yeast gro inh: growth inhibition of WT yeast, mitochondrial fusion screen; actives 2.1% (n = 190,000); AID 1362; inhibition, % at 10 µM; mitochondrial fusion phenotypic screen, WT strain; in the data active = inhibition above about 58%; tested in S. cerevisiae
MgcRacGAP inhibition: MgcRacGAP GTPase-activating activity inhibitors, confirmation, biochemical, ADP Hunter fluorescence; MgcRacGAP-stimulated Rac1 GTP hydrolysis, ADP Hunter fluorescence; higher % means a stronger effect; GST-tagged Rac1 F28L mutant substrate; inhibition, % at 30 µM; hits with a dose series show IC50 in µM; actives 0.6% (n = 340,000);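 active = first-screen hits whose inhibition reached a set limit at any dose in the follow-up dose series; inconclusive = inhibition above the set first-screen limit but never retested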;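 note: fluorescence reports GDP produced by GAP-driven GTP hydrolysis; strong numbers were not always called active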
Myeloid diff MLP: myeloid differentiation induction. ER-HoxA9 myeloid progenitors, lysozyme-GFP differentiation, flow cytometry. calls only at 10 µM. actives 1% (n = 360,000). AID 624256;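 active = normalized GFP-positive differentiation at or above the plate's own cutoff, the solvent-only control mean plus 3 SD; inconclusive = no clear call, values can overlap the other calls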;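 note: cells exposed to compound for four days before flow analysis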
RSV antiviral HEp-2: inhibition of RSV-induced cytopathic effect – HEp-2 cells, primary 10 µM value included (AID 2391); HEp-2 cells, RSV-induced CPE inhibition; higher % means a stronger effect; CPE inhibition, % at 10 µM; hits with a dose series show IC50 in µM; actives 0.13% (n = 310,000); in the data active = a potency from the dose series; inconclusive = CPE inhibition mostly from about 23% at the one dose, without a potency; inactive = the rest, 99 in 100 with CPE inhibition below about 21%; note: strong numbers were not always called active
T cell HTS: T cell immune modulators affecting CD8 T cell-vesicle binding; AID 2052; 2C CD8+ T cell-vesicle binding, flow cytometry; hits give low values; calls only at 7 µM; actives 0.068% (n = 330,000);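 active = response, share of CD8 T cells binding vesicles, and their 90th percentile fluorescence all below set limits, cut at about 80% in these data, passing the limit was not always enough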
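Assay system – 2C mouse CD8+ T cells · Also added – QL9-loaded Drosophila micro-vesicles · Timing – Cell–vesicle co-incubation 1.5 h at 37 °C, staining 20 min on ice · Signal – flow cytometry of vesicle-bound cells · Measure – percent CD8+ FL2 mean versus row control · Controls – Peptide-free naked vesicles (low) and QL9 vesicles with 0.7% DMSO vehicle (high)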
PhoP inhibition: inhibitors of PhoP regulon expression, primary screen, Salmonella Typhimurium, GFP reporter (AID 1863); actives 0.16% (n = 300,000); S. Typhimurium PhoP-regulated promoter GFP reporter, 4 h; higher % means a stronger effect; inhibition, % at 50 µM; hits with a dose series show IC50 in µM;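 active = inhibition over 29.93%, a cutoff 3 SD above the screen mean, later confirmed by dose response; inconclusive = inhibition over 29.93% but no dose response follow-up; inactive = inhibition at most 29.93% or unconfirmed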;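 note: 0% = low Mg2+ inducing control and 100% = high Mg2+ repressing control; strong numbers were not always called active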
WT yeast gro inh mutant strain: recorded beside WT yeast gro inh, whose call it bears; inhibition, %; mitochondrial fusion phenotypic screen, mutant strain inhibition
bCat nuc transl cell count 5 µM: second read-out of bCat nuc transl, no call of its own (marks repeat the call); cell count; measured here: cell count, cytotoxicity flag
T cell HTS vesicle-bound %: further read-out of T cell HTS, marked with its call; double positive events, %; measured here: CD8+ vesicle-bound cell fraction;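 binding gate set so that unloaded-vesicle control wells show 10% double positive cells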
Myeloid diff MLP GFP+ MAC1+ %: recorded beside Myeloid diff MLP, whose call it bears; GFP+ MAC1+ double positive, %; measured here: differentiation confirmed by MAC1 staining
Numbers without * were called inactive; i = inactive; ? = inconclusive; . = no result given.

entry	molecule	T cell HTS	WT yeast gro inh	bCat nuc transl	bCat nuc transl cell count 5 µM	RSV antiviral HEp-2	T cell HTS vesicle-bound %	Myeloid diff MLP GFP+ MAC1+ %	Myeloid diff MLP	MgcRacGAP inhibition	West Nile antiviral	PhoP inhibition	WT yeast gro inh mutant strain	SV40 large T antigen
1	O=C(O)c1nccnc1C(=O)Nc1ccc(Cl)cn1	i	.	.	.	-0.3%	56	0.4	i	3%	-0.2%	.	.	5%
2	COc1ccc(NS(=O)(=O)c2cnc[nH]2)cc1	i	-14	-1.4	1109	-0.2%	55	0.4	i	6%	0.2%	0%	13	10%
3	O=C(NCc1ccccc1C(F)(F)F)C1CCC(=O)N(C2CC2)C1 (stereo unspecified)	i	.	.	.	0.3%	8	1.0	i	10%	-0.2%	3%	.	4%
4	O=C1C2C3C=CC(CC3)C2C(=O)N1c1ccccc1F (stereo unspecified)	i	.	.	.	4.5%	22	0.3	i	6%	-0.4%	1%	.	6%
5	CC(C)C(=O)c1cc2c(cc1NC(=O)c1cccs1)OCCO2	i	9	.	.	0.5%	59	0.4	i	1%	0.6%	1%	9	5%
6	COCCN1CC(C(=O)NCc2ccccc2-n2ccnc2C)CCC1=O (stereo unspecified)	i	.	.	.	0.2%	22	1.0	i	-5%	0.1%	-2%	.	1%
7	COc1ccccc1NC(=O)c1ccc(Cl)c(S(=O)(=O)N2CCCCC2)c1	i	.	.	.	12%	6	2.0	i	6%	0.4%	-4%	.	0%
8	COc1nn(-c2nc(-c3ccccc3)cc(C(F)(F)F)n2)cc1[N+](=O)[O-]	i	-9	-1.7	1098	2.2%	40	0.2	i	-2%	0.0%	-8%	-16	9%
9	O=C1C2C3C=CC(C3)C2C(=O)N1c1ccc(N2CCN(c3ccccn3)CC2)c([N+](=O)[O-])c1 (stereo unspecified)	i	-4	4.1	1101	1.1%	16	0.6	i	5%	.	-6%	-10	16%
10	C#Cc1cccc(C(=O)NC2CCCN(C3Cc4ccccc4C3)C2)c1 (stereo unspecified)	i	.	.	.	-1.1%	20	0.3	i	7%	-0.3%	-3%	.	3%
11	C=C(C)c1sc(-c2ccc(Cl)cc2)nc1C	i	.	.	.	3.7%	4	2.2	i	0%	-0.5%	.	.	1%
12	O=S(=O)(c1ccc2ccccc2c1)N(CC(O)CN1CCOCC1)c1ccccc1 (stereo unspecified)	i	-3	3.6	1381	0.9%	36	1.8	i	8%	-0.5%	13%	-52	15%
13	CNC(=O)NCC12CC3CC(CC(C3)C1)C2	i	-13	-2.6	792	0.6%	31	8.6	i	3%	-0.2%	-8%	-3	2%
14	CCOC(=O)c1ccc2cccc(C)n2c1=O	i	-5	-0.1	977	3.2%	63	0.4	i	6%	-0.3%	4%	-1	-6%
15	CC1CC(C)CN(CCCNS(=O)(=O)c2ccc3c(c2)CCN3C(=O)C2CC2)C1 (stereo unspecified)	i	.	.	.	-3.5%	64	0.6	i	10%	-1.0%	7%	.	10%
16	CCc1ccc(S(=O)(=O)N2c3ccc(C)cc3C3CN(C)CCC32)cc1 (stereo unspecified)	i	.	.	.	-0.7%	46	1.2	i	7%	.	.	.	.
17	CC1CCC(N(CCCN)Cc2ccco2)CC1C (stereo unspecified)	i	-10	-3.0	1038	-1.4%	29	0.4	i	11%	-0.8%	-6%	-16	12%
18	Cc1cc(OCC(=O)NC(Cc2c[nH]c3ccc(O)cc23)C(=O)O)c2c(C)c(C)c(=O)oc2c1 (stereo unspecified)	i	.	.	.	.	21	1.9	i	7%	-0.1%	5%	.	22%
19	Cc1ccccc1CN1CCNC(=O)C1CC(=O)NCCC1=CCCCC1 (stereo unspecified)	i	.	.	.	0.4%	65	0.3	i	3%	-0.3%	-3%	.	8%
20	COc1ccc(N2Cc3ccccc3C2)cc1Cl	i	0	-0.2	1195	0.9%	27	3.6	i	1%	-0.1%	5%	0	9%
21	CCOC(=O)c1nc(C)nc(Sc2n[nH]c(-c3ccc(C(C)(C)C)cc3)n2)c1C	i	.	-3.1	1188	9.0%	38	0.7	i	3%	-0.3%	-5%	.	8%
22	CCCCn1c(C)csc1=Nc1cccnc1	i	12	-2.7	544	0.3%	19	0.7	i	-10%	1.0%	-8%	-4	6%
23	CCOC(=O)c1ccc(Nc2ncnc3nc[nH]c23)cc1	i	.	-1.9	1450	3.4%	27	0.6	i	-6%	0.0%	5%	.	13%
24	Cc1cccc(N(CC(=O)N2CCCCCC2)S(C)(=O)=O)c1	i	.	.	.	1.4%	50	0.5	i	-8%	0.4%	-7%	.	4%
25	c1ccc(N2CCCCC2)c(Nc2nc3ccccc3n3cnnc23)c1	i	.	1.0	1279	9.2%	55	0.3	i	6%	0.3%	-11%	.	-5%
26	O=C(O)COc1ccccc1/C=N/NC(=O)CSc1nc2ccccc2n1Cc1ccc(Cl)cc1	i	.	-1.1	1321	1.1%	26	0.5	i	10%	-0.2%	0%	.	15%
27	COc1ccc(OC)c(S(=O)(=O)NCCc2cn3ccsc3n2)c1	i	11	7.8	1076	2.2%	21	4.7	i	-5%	0.0%	3%	0	7%
28	O=C(NCc1ccco1)c1ccc(N2CCOCC2)c([N+](=O)[O-])c1	i	7	0.4	1470	0.8%	61	0.1	i	5%	-0.1%	11%	3	19%
29	COc1ccc(COc2cc(-c3cccc(OC)c3)nc3ccc(NC(=O)c4ccccc4)cc23)cc1	i	-1	.	.	-0.3%	46	.	?	8%	-0.4%	-6%	-17	14%
30	COc1ccc(N2CCN(c3ccc(NC(=O)c4ccc5c(c4)OCO5)cc3C#N)CC2)cc1	i	-2	.	.	1.5%	34	2.0	i	-4%	0.4%	-8%	20	4%
31	Cn1c(Cl)c(C(=O)Nc2ccc(Cl)cc2)c2ccccc21	i	2	5.9	1327	0.2%	56	1.3	i	6%	-0.3%	-3%	1	10%
32	COC(=O)c1cn(C(=O)c2ccco2)c2ccccc12	i	-18	-5.2	1067	0.7%	27	1.1	i	14%	0.1%	7%	17	2%
33	Cc1ccc(C)c(N/N=C2\CCCNC2=O)c1	i	-1	-0.7	1012	1.5%	43	0.4	i	3%	0.2%	-5%	-21	2%
34	CCN(CC)CCCN1C(=O)c2oc3ccccc3c(=O)c2C1c1cccnc1 (stereo unspecified)	i	-16	-4.6	1039	0.4%	23	1.3	i	10%	0.4%	6%	-8	6%
35	COCCCC1CCN(C(=O)C2CCC(=O)N(Cc3ccccc3F)C2)CC1 (stereo unspecified)	i	.	.	.	0.4%	44	0.3	i	-1%	-0.9%	9%	.	8%
36	CC(C)(C)NC(=O)COc1ccc(CNCc2ccccn2)cc1	i	-16	0.0	1490	0.9%	29	0.4	i	2%	-1.1%	-2%	-22	-5%
37	Cc1ccc(/C=C/c2nc3ccccc3c(=O)n2CCc2ccccc2)cc1	i	2	-1.1	1042	12%	19	0.8	i	2%	-0.2%	-9%	13	13%
38	COC(=O)/C=c1/s/c(=C(/C#N)C(=O)NCc2ccccc2)n(-c2ccccc2)c1=O	i	-7	.	.	-0.9%	41	2.3	i	-6%	0.0%	-7%	-7	-1%
39	COc1cc2[nH]c(=O)n(CCC(=O)N3CCN(c4cccc(C)c4C)CC3)c(=O)c2cc1OC	i	29	1.9	1341	3.7%	35	1.3	i	4%	0.1%	-3%	-2	10%
40	Cc1ccc(NC(=O)c2ccc3nc[nH]c3c2)cc1C	i	-8	-0.5	1097	4.5%	46	0.3	i	12%	-0.2%	-7%	-2	0%
41	COc1ccc(NC(=S)N2CCN(S(C)(=O)=O)CC2)cc1OC	i	.	.	.	0.4%	13	0.4	i	9%	0.2%	-3%	.	3%
42	Brc1cnc2ccccc2c1N1CCCCC1	i	.	.	.	.	55	0.7	i	8%	.	.	.	8%
43	COc1ccc(N2CCN(C(=O)NC(=O)c3ccccc3)CC2)cc1	i	.	.	.	0.6%	18	2.3	i	17%	0.6%	-4%	.	29%
44	COc1cccc(C2NC(=O)c3sc(=S)n(-c4ccccc4)c3N2)c1 (stereo unspecified)	i	7	-3.4	1266	4.5%	16	0.9	i	18%	0.3%	-1%	7	8%
45	Cc1ccc(S(=O)(=O)NC(CC(=O)NCc2ccco2)c2ccco2)cc1 (stereo unspecified)	i	9	-3.1	1161	0.0%	56	0.0	i	7%	-0.3%	2%	13	8%
46	CCCCCn1c(CN2CCN(C(=O)c3ccco3)CC2)nc2c1c(=O)n(C)c(=O)n2C	i	13	-1.6	1135	1.7%	28	2.5	i	4%	-0.5%	-4%	5	8%
47	CN1C(=O)C(C)(C)c2cc(S(=O)(=O)N3CCN(c4ccccc4F)CC3)ccc21	i	.	.	.	1.6%	25	3.3	i	2%	-0.6%	.	.	16%

Assay outcomes from PubChem.
